# Screening data deposited in PubChem by several laboratories.
# Fluor 339 460: intrinsic fluorescence of library compounds, ex339/em460 – biochemical, MLSMR library, data from DPM-DC assay, artefact control, profiling panel. compound autofluorescence, ex339/em460 nm, NADH buffer; stronger effect = higher value; 1 = no-compound wells, NADH background. fluorescence fold increase at 10 µM. actives 5.5% (n = 65,000). AID 709;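 active = at 10 µM, mean starting fluorescence two-fold or more over control wells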;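 also: signal is the first read of a kinetic run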
# Hsp90 inh: displaces geldanamycin probe from tumor Hsp90; actives 0.35% (n = 64,000); inhibition, % at 30 µM; NCI-N417 lysate Hsp90, Cy3B-geldanamycin FP displacement; P07900;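 active = inhibition above 50%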;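 also: 0% = tracer plus lysate wells and 100% = tracer alone without lysate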
# JNK3 blocker: blocks human JNK3 kinase activity; P53779; purified JNK3 kinase activity, HTS; inhibition, % at 8 µM; actives 0.61% (n = 60,000); in the data active = inhibition above about 17%;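 also: 0% = DMSO and 100% = reference inhibitor; many of its hits are not listed in these tables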
# Target sequence (P53779 whole entry, looked up): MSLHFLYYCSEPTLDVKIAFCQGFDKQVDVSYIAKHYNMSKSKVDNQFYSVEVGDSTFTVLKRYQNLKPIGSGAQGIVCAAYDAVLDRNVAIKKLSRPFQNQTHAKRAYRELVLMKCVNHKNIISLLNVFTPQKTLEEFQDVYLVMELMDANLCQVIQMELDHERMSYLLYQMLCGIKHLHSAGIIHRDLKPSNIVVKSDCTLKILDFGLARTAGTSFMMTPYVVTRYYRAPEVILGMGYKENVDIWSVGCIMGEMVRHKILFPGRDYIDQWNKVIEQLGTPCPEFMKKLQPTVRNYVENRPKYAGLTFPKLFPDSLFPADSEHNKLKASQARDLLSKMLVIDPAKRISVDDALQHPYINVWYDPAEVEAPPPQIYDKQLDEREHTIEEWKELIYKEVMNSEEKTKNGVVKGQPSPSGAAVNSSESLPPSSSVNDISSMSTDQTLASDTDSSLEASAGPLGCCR
# DUSP1 inh: blocks human MKP-1 phosphatase activity. recombinant MKP-1, OMFP hydrolysis fluorescence. inhibition, %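 (compounds tested at a single concentration somewhere between 10 and 100 µM)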. actives 0.15% (n = 65,000). AID 374;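 active = inhibition above about 50%, limit read from the data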;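 also: 0% = DMSO max control wells and 100% = wells with enzyme stopped by NaOH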
# ROCK2 inh: blocks human Rho kinase 2 activity; O75116; purified ROCK2, Kinase-Glo ATP depletion luminescence; inhibition, % at 6 µM; actives 0.35% (n = 60,000);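 active = inhibition above the screen-wide mean inhibition plus 3 SD, cut at about 18% in these data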;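 also: plate controls were DMSO wells for no effect and Y-27632 control wells after no-enzyme background subtraction for full effect; many of its hits are not listed in these tables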
# PKA kinase inh: inhibitors of human protein kinase A; P17612; PKA Kemptide phosphorylation, Kinase-Glo ATP luminescence; inhibition, % at 6 µM; actives 0.1% (n = 65,000);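 active = inhibition above the screen-wide mean inhibition plus 3 SD, cut at about 21% in these data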; also: many of its hits are not listed in these tables
# HER2 expr 66K: inhibitors of human Her2 kinase expression; actives 0.69% (n = 65,000); SKBR-3 HER2 protein level, AlphaScreen, 18-24 h; stronger effect = lower value; HER2 level % of control, % at 10 µM; P04626; AID 645;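 active = HER2 level under 5% of the carrier-only control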;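 also: 100% = DMSO carrier and 0% = 500 nM PU-H71 HSP90 inhibitor; lower value means stronger loss of Her2 protein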
# Cdc25B inh: inhibitors of human Cdc25B phosphatase | P30305 | recombinant Cdc25B, OMFP fluorescence Ex485/Em525 | inhibition, %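 (compounds tested at 10 µM final in the well)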 | actives 0.1% (n = 65,000) | AID 368; in the data active = inhibition above about 50%
# Target sequence (P30305 whole entry, looked up): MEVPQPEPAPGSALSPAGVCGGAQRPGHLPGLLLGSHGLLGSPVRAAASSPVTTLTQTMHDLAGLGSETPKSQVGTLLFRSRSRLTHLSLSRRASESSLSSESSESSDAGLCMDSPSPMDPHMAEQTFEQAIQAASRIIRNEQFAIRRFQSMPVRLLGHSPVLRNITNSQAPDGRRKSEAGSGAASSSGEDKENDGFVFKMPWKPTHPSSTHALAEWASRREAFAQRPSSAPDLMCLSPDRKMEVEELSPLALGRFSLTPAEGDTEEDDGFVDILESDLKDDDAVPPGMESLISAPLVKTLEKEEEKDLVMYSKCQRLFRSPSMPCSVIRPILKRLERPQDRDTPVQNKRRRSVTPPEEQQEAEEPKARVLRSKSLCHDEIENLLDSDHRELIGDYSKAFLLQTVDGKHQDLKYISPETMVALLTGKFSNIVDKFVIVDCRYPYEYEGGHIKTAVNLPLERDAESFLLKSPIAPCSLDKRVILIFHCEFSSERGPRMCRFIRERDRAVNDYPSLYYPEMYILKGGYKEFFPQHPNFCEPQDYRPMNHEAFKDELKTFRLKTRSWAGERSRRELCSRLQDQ
# Abs 340nm: absorbance at 340 nm. compound absorbance at 340 nm, fold over control. fold change at 10 µM. 65,000 tested, under 10 active;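 active = at 10 µM dose, initial 340 nm absorbance at least 2 fold that of control wells; inactive = change under 2 fold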;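 also: initial absorbance extrapolated from kinetic A340 decline of NADH oxidation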
# An asterisk follows results filed as active; x = no result given. Some of the compounds tested; rates above refer to the full screens.
SMILES,Fluor 339 460,Hsp90 inh,JNK3 blocker,DUSP1 inh,ROCK2 inh,PKA kinase inh,HER2 expr 66K,Cdc25B inh,Abs 340nm
CCn1c(SCc2nc3ccccc3[nH]2)nnc1-c1cccs1,1.1,-3,10,31,2,6,91,3,1
O=C(CCn1c(=O)oc2ccccc21)N1CCCCCC1,1.1,-1,0,4,6,10,88,-9,1
COc1ccc(OCC2CNC(=O)O2)cc1 (stereo not drawn),1.1,-2,x,15,x,8,111,-4,1
COc1ccc2sc(NC(=O)c3ccco3)nc2c1,1.2,-6,1,0,-3,4,62,5,1.1
CCOC(=O)CNC(=O)c1nn(-c2ccc(OCC)cc2)c(=O)c2ccccc12,1.6,-1,1,2,7,14,75,7,1
COC(=O)c1ccccc1NC(=O)CN1CCC(n2nnc3cc(F)ccc32)CC1,1.1,-7,12,5,2,0,77,13,1
Cc1n[nH]c(=O)nc1NCc1ccco1,1.1,-3,5,-15,2,-1,88,4,0.98
COc1ccc(-c2cc(=O)n(-c3nc4ccccc4[nH]3)[nH]2)cc1,1.6,1,-1,11,3,6,95,-4,1
O=c1c2[nH]c3ccc(F)cc3c2ncn1CCN1CCOCC1,1.5,-6,-1,-10,6,3,87,-5,1.1
O=C1CC(c2ccccc2)CC(O)=C1C=NCc1ccco1 (stereo not drawn),1,-4,-2,1,6,10,84,3,1
CC(NC(=O)c1ccc2c(c1)OCO2)C(c1cccs1)N1CCOCC1 (stereo not drawn),1,0,4,13,11,10,59,-6,1
COc1ccc2ccccc2c1C1CC(=O)N2CN(C)CSC2=C1C#N (stereo not drawn),1.1,-2,-8,-9,10,5,82,-3,1.1
Cc1cccc2c1CC(C)(C)N=C2C1=C(O)CCCC1=O,1.2,-1,0,4,0,1,91,-11,1
Nc1nc2n(n1)C(c1cccc(Cl)c1)CC(c1ccc(F)cc1)N2 (stereo not drawn),1.1,-6,x,3,x,x,103,-5,0.99
COc1ccc(-c2cc(C(=O)O)c3ccccc3n2)c(OC)c1,1.6,3,10,-4,2,6,102,-5,1.1
COc1cccc(C2CC(c3ccc(Cl)cc3Cl)Nc3nc(N)nn32)c1 (stereo not drawn),1.2,-2,1,41,0,5,99,8,1.1
COC(=O)c1ccccc1NC(=O)Cn1cc2c(n1)CCC(C)C2 (stereo not drawn),1.1,-3,4,-7,-3,-11,105,-4,1.1
CCOC(=O)C1CCCN(Cc2nc(N)nc(Nc3ccccc3)n2)C1 (stereo not drawn),1.1,-13,0,-4,14,9,93,-20,0.99
COC(=O)C1=C(C)N(C)C(C)=C(C(=O)OC)C1c1cccc(Br)c1,1.1,-1,-3,6,4,6,97,-24,1
Cc1ccc(F)cc1NC(=O)c1ccc2c(c1)OCO2,1.1,0,4,-3,-1,1,107,-3,1
O=C(CC1Sc2ccccc2NC1=O)OCC(=O)N1CCc2ccccc21 (stereo not drawn),1.1,1,-1,-11,-2,-3,95,2,1
COc1ccc(CN2C(=O)CCC2(C)C(=O)NC2CCCCCC2)cc1 (stereo not drawn),1.1,-5,-6,27,1,1,111,-8,1
CCC(c1nnnn1Cc1cccs1)N1CCN(C2CCCC2)CC1 (stereo not drawn),1.1,2,-5,9,0,9,106,-2,1
COc1ccc(NC(=O)c2cc(S(=O)(=O)N3CCCCC3)ccc2N2CCCCC2)cn1,1.1,-4,-7,18,5,7,87,-12,1.1
Cc1cc2c(nn1)CCC/C2=N\O,1.1,-10,3,-3,2,7,120,-5,0.98
COc1ccccc1COCC(O)CNCC1(N2CCCCC2)CCCCC1 (stereo not drawn),1.1,0,-5,-14,4,3,97,2,1.1
CCCCC(=O)Nc1ccc2c(c1)C(=O)NC2=O,2.1*,3,3,4,23*,4,111,-5,1.1
CN(C1CCS(=O)(=O)C1)S(=O)C12CC3CC(CC(C3)C1)C2 (stereo not drawn),1,0,0,-3,6,11,100,-8,1
CCCCn1cnc2c1c(=O)n(CC(=O)c1cc(C)n(C)c1C)c(=O)n2CC(C)C,1.2,-1,2,39,1,-3,82,-1,1
Cc1ccc(S(=O)(=O)N2C(=O)CCC2C(=O)Nc2ccc3c(c2)OCCO3)cc1 (stereo not drawn),1,-5,0,-7,6,11,116,-6,0.99

# Quoted at random: 2 records from the list.
SMILES,Fluor 339 460,Hsp90 inh,JNK3 blocker,DUSP1 inh,ROCK2 inh,PKA kinase inh,HER2 expr 66K,Cdc25B inh,Abs 340nm
CCC(c1nnnn1Cc1cccs1)N1CCN(C2CCCC2)CC1 (stereo not drawn),1.1,2,-5,9,0,9,106,-2,1
Cc1cc2c(nn1)CCC/C2=N\O,1.1,-10,3,-3,2,7,120,-5,0.98

# (list continues)
SMILES,Fluor 339 460,Hsp90 inh,JNK3 blocker,DUSP1 inh,ROCK2 inh,PKA kinase inh,HER2 expr 66K,Cdc25B inh,Abs 340nm
COCCCNC(=O)CCSc1ccc(Cl)cc1,1.1,-2,2,-2,1,0,79,-1,1.1
CCOC(=O)c1c(N)sc(C(=O)N2CCCCCC2)c1C,1,0,-3,4,4,8,48,-16,1
OCCOCCOCCn1c2ccccc2c2ccccc21,1.2,-3,7,-14,7,7,70,0,1
CCCOc1nc2c(c(=O)n(C)c(=O)n2C)n1CC,1.1,x,x,1,x,-6,109,-11,1
Cn1c(=O)[nH]c(=O)c2c1nc(N1CCc3ccccc3C1)n2CCSc1nc2ccccc2s1,1.1,-1,0,4,5,3,90,-4,1
COC(=O)c1[nH]c2ccc(C)cc2c1NC(=O)CN1CCN(Cc2ccccc2)CC1,2.9*,-11,-3,2,4,5,75,3,1.1
O=C(COC(=O)c1cc(S(=O)(=O)N2CCCCC2)ccc1N1CCOCC1)NC1CCCCC1,1.1,0,-4,28,7,12,108,-10,1.1
CCOC(=O)c1[nH]nc(N)c1NC(=O)c1ccc(Cl)cc1Cl,1,1,-4,-10,-2,0,88,0,1
Cc1ccccc1-c1nnc(-c2ccccc2)o1,1.1,-6,0,-2,3,4,60,-11,1
CCC1Oc2ccccc2N(CC(=O)NCCCN2CCCCC2CC)C1=O (stereo not drawn),1,-1,-6,6,1,6,80,-12,0.99
CC(=O)N(C(C)=O)c1ncc2c([nH]c3ccccc32)c1C#N,1.7,-2,6,1,17,8,55,5,1
CSc1nc2c(c(=O)n1-c1ccc(F)cc1)SCC2,1.1,x,x,x,x,-3,160,x,1.1
O=C(NCCc1ccccc1)C(c1cccs1)N(C(=O)c1csnn1)C1CC1 (stereo not drawn),1,-2,-2,0,1,4,101,0,0.99
CC1CCN(S(=O)(=O)c2cccc(C(=O)N(C)C3CCS(=O)(=O)C3)c2)CC1 (stereo not drawn),1.1,-2,2,27,3,-2,91,-4,1.1
Cc1ccc(NC(=O)COC(=O)c2ccc3c(c2)NC(=O)C2CCCN32)cc1C (stereo not drawn),1.5,-7,-6,54*,6,6,79,7,1.1
COC(=O)c1cc(NC2c3ncccc3C(=O)N2Cc2ccccc2)cc(C(=O)OC)c1 (stereo not drawn),1.2,2,2,32,1,7,86,-27,1.1
COc1ccc(C2C(C#N)=C(N)Oc3cc(C)n(Cc4ccncc4)c(=O)c32)cc1 (stereo not drawn),1.1,1,10,-15,-3,5,211,-7,1
N=c1sccn1CC(=O)NCCc1ccc(Cl)cc1,1,-4,1,7,5,10,120,-11,0.99
Cc1[nH]c2ccc(C(=O)OCCN(C)C)cc2c1C,1.2,1,-14,-19,-1,6,115,5,1
CCCCP(=O)(CCCC)c1ccccc1C(=O)O,1,1,3,5,3,5,74,1,0.99
Cc1noc(NS(=O)(=O)c2ccc(NC(=O)CCC3CCCC3)cc2)c1C,1.1,-2,3,16,-3,0,90,-1,0.97
Cn1c(=O)c2c(nc(CN3CCOCC3)n2CC(O)CO)n(C)c1=O (stereo not drawn),1.1,-2,1,0,3,3,117,3,0.99
O=C(Cn1nnc(-c2ccc(Cl)cc2)n1)NCCC1=CCCCC1,0.99,-1,6,27,0,-1,124,-6,1
CCOC(=O)c1cc2c(=O)n3cccc(C)c3nc2n(CCOC)c1=NC(=O)c1ccncc1,2*,-6,-8,-4,-2,2,93,1,0.98
CC1=C(C)C(=O)N(CCC(=O)O)C1=O,1.1,-4,-4,4,3,8,116,-3,1
CS(=O)(=O)c1ccc2nc(NC(=O)CC3CCCC3)sc2c1,1.1,-6,6,-2,4,8,88,-12,1
COc1ccc(S(=O)(=O)NC(C(C)C)C(C)C)cc1OC,1.1,2,0,3,6,7,87,4,1.1
CCOC(=O)CN(C(=O)CSc1nnc2c(n1)[nH]c1ccc(OC)cc12)c1ccc(F)cc1,1.1,0,-4,19,-4,2,108,-1,1
c1ccc(-c2cc3c(N4CCOCC4)ncnc3s2)cc1,1.9,-4,0,-1,4,8,66,-4,1.1
Cc1ccc(NCC(O)C(O)C(O)CO)cc1C (stereo not drawn),1,0,-1,0,6,3,101,-3,0.98

# Entries of single compounds, quoted from the list. Order of values: Fluor 339 460	Hsp90 inh	JNK3 blocker	DUSP1 inh	ROCK2 inh	PKA kinase inh	HER2 expr 66K	Cdc25B inh	Abs 340nm
# Record of O=C(CC1Sc2ccccc2NC1=O)OCC(=O)N1CCc2ccccc21 (stereo not drawn) = 1.1	1	-1	-11	-2	-3	95	2	1
# Record of CCn1c(SCc2nc3ccccc3[nH]2)nnc1-c1cccs1 = 1.1	-3	10	31	2	6	91	3	1
# Record of COC(=O)c1ccccc1NC(=O)Cn1cc2c(n1)CCC(C)C2 (stereo not drawn) = 1.1	-3	4	-7	-3	-11	105	-4	1.1

# (next part)
SMILES,Fluor 339 460,Hsp90 inh,JNK3 blocker,DUSP1 inh,ROCK2 inh,PKA kinase inh,HER2 expr 66K,Cdc25B inh,Abs 340nm
Cc1nnc(SCCn2c(N3CCN(C)CC3)nc3c2c(=O)[nH]c(=O)n3C)s1,0.96,-4,2,-16,8,-1,94,-3,1
O=C(Cn1cccc1)NCc1cccs1,1.1,-4,-6,-4,4,5,75,-18,0.99
CCSC1=N/C(=C\c2ccc3c(c2)OCO3)C(=O)S1,1.1,x,x,x,x,11,87,x,1.1
CC(=O)NCCc1cc2ccc(C)c(C)c2[nH]c1=O,1.3,-1,0,-1,0,8,69,0,1.1
O=C(Nc1ccc(Oc2ccccc2)cc1)C1CCN(c2ncccn2)CC1,1.1,-2,3,-11,1,13,92,-16,1
Nc1nc2ccccc2n1/N=C/c1ccc(-c2ccccc2)o1,1.2,-8,-3,-11,8,10,92,-5,1.1
CCCC(C)C(=O)NCc1ccccc1OC (stereo not drawn),1.1,-1,2,8,-1,-1,91,10,1.1
CCOC(=O)CSc1nc(C)cc(Oc2ccc(=O)n(C)n2)n1,1.1,2,-3,-2,-2,-4,104,-11,1
COc1cc2[nH]c(=S)n(CCN3CCOCC3)c(=O)c2cc1OC,1,2,-2,-1,9,8,99,-9,1.1
O=C(CN1C(=O)NC(Cc2ccccc2)C1=O)Nc1ccc(F)cc1 (stereo not drawn),1.1,-1,7,17,4,-1,85,-8,1
Cn1nnnc1Sc1ncnc2scc(-c3ccc(F)cc3)c12,1.1,-6,-3,33,1,-3,-11*,4,0.96
CCN(CC)CCN(Cc1cc2cc3c(cc2[nH]c1=O)OCCO3)C(=O)NC1CCCCC1,3.8*,-4,-8,-28,0,3,93,0,1.1
COc1ccc(C2C(C(=O)NCc3ccccn3)c3cc(OC)c(OC)cc3C(=O)N2C)cc1 (stereo not drawn),1.1,x,x,14,x,9,72,-9,1.1
COc1ccccc1-c1coc2c(CN3CCN(C)CC3)c(O)ccc2c1=O,2.2*,-3,6,2,3,8,94,5,1.1
O=C(c1ccccc1)N1CCCCC(Sc2nnc3ccccn23)C1=O (stereo not drawn),1.1,-1,3,5,0,-2,85,-15,1
O=S(=O)(CCc1nc2ccccc2o1)c1ccc(Cl)cc1,1.1,-2,1,-1,6,6,63,1,0.97
O=C(Nc1cnc2sccn2c1=O)c1ccccc1Cl,1,x,x,6,x,5,101,-11,1.1
CCc1c(C)nc2ncnn2c1N1CCC(C(=O)NCc2cccc(OC)c2)CC1,1,-2,8,-3,0,7,86,-6,1
CCC(c1nnnn1Cc1ccco1)N1CCN(C(=O)c2ccco2)CC1 (stereo not drawn),0.99,-1,4,9,2,3,89,-8,1
Cc1ccc(-c2cc(C(=O)Nc3c(C#N)cnn3C)no2)cc1,1,-5,0,-1,4,4,86,4,1
